Source: PubChem BioAssay
ERp5 inh – inhibitors of human ERp5. ERp5 insulin aggregation, absorbance 650 nm, 90 min. inhibition, % at 9.99 µM. 350,000 tested, 0.05% active. AID 651711;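 active = mean replicate inhibition above about 25%, with every replicate also reaching it, limit read from the data, passing the limit was not always enough; inconclusive = only one of those two criteria met; inactive = neither criterion met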
Target sequence (Q15084 whole entry, looked up): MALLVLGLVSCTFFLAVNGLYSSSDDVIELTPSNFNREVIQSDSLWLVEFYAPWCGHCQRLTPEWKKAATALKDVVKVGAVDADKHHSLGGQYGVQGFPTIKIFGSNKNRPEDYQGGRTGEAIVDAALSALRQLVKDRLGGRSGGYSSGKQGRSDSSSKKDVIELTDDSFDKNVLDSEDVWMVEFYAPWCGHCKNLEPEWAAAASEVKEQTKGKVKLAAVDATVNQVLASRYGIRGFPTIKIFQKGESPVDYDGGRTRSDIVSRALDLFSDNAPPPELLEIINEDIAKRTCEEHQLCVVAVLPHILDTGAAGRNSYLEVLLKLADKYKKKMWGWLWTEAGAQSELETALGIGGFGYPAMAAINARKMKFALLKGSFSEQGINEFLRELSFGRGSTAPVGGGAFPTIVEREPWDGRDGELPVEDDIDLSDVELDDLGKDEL
Statin myotox sup – protects C2C12 myotubes from simvastatin toxicity | rescue of ATP level, % at 7.49 µM | ATP luminescence, 48 h; scaled: DMSO 0, geranylgeraniol control 100 | 330,000 tested, 0.78% active;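 active = mean ATP rescue above about 67%, or every replicate alone reaching that limit, limit read from the data, passing the limit was not always enough; inconclusive = no clear call, values can overlap the other calls; inactive = mean under the limit and some replicate under it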;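 also: myotubes were challenged with 10 µM simvastatin during compound exposure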
DENV2 CPE – protects cells from dengue virus 2 cytopathic effect; DENV2-infected cells, cytopathic effect rescue, plate reader; CPE inhibition, % at 9.99 µM; 350,000 tested, 1.7% active; AID 651640; in the data active = CPE inhibition above about 20%, passing the limit was not always enough; inconclusive = no clear call, values can overlap the other calls; tested in BHK-21 cells;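 also: 0% = median of neutral control wells and 100% = median of positive control wells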
PglD DTNB – PglD (C. jejuni) enzyme inhibition; 360,000 tested, 0.098% active; inhibition, % at 12.5 µM; purified PglD enzyme, DTNB colorimetric CoA detection; in the data active = inhibition above about 16%, passing the limit was not always enough; inconclusive = no clear call, values can overlap the other calls; also: strong numbers were not always called active
E-sel inducer – E-selectin induction on HUVECs; P16581; HUVEC E-selectin immunofluorescence imaging; normalized: neutral wells 0, TNF-alpha wells 100; activation, % at 7.58 µM; 260,000 tested, 0.37% active;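 active = mean E-selectin-positive cell signal at least 10% of the positive control, reached in at least 60% of replicates, without over 20% cell loss; inconclusive = no rule given, readout overlaps actives, possibly toxicity-flagged; inactive = the rest, including those meeting only one limit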;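 also: in these data hits start at about 27%; measured in HUVEC primary endothelial cells; signal is the percent of cells scored E-selectin positive by PE staining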
Target sequence (P16581 whole entry, looked up): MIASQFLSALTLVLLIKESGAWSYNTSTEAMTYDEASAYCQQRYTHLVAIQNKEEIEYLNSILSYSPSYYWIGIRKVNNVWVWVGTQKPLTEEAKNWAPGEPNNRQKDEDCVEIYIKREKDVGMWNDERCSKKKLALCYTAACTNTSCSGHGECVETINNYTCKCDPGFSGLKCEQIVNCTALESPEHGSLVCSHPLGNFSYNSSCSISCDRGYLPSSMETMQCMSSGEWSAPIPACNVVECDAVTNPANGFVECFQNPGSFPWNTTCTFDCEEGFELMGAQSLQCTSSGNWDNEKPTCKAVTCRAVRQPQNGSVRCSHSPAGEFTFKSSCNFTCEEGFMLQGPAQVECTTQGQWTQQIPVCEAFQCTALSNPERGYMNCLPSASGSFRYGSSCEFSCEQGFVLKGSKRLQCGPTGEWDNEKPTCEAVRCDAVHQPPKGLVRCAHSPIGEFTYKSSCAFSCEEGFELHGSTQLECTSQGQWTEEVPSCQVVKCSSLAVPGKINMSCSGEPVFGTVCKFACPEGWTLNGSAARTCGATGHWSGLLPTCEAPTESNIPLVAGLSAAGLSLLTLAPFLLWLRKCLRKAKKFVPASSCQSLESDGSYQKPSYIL
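Read-out: % PE-positive cells | Test system: HUVEC | Doses: One compound dose added by pin transfer | Buffer or medium: EGM-2 over gelatin coat | Signal: Immunofluorescence imaging | Benchmarks: TNF-alpha, DMSO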
SIRT5 block – inhibitors of human sirtuin-5 desuccinylase; Q9NXA8; Purified SirT5, succinyl-peptide AMC, trypsin-coupled fluorescence; inhibition, % at 15 µM; 330,000 tested, 1.1% active; AID 652115; in the data active = inhibition above about 15%; inconclusive = no clear call, values can overlap the other calls
S100A4 inh HTS – inhibitors of human S100A4 binding to myosin IIA peptide | 360,000 tested, 0.14% active | S100A4/TAMRA-MyoIIA peptide fluorescence polarization | AID 652163 | inhibition, % at 10.7 µM | P26447;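 active = mean inhibition of at least 70% across replicates, with every replicate also reaching that level; inconclusive = mean inhibition reaches 70% but some replicates fall short; inactive = mean inhibition below 70%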
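System – human S100A4 monomer protein, biochemical binding assay · Buffer or medium – Calcium-containing HEPES buffer, pH 7.2 · Timing – 5 min between mix addition and reading · Also added – TAMRA-labelled myosin IIA heavy-chain peptide probe, 5 nM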
An asterisk follows results filed as active; ? = inconclusive; . = no result given.

SMILES	ERp5 inh	Statin myotox sup	DENV2 CPE	PglD DTNB	E-sel inducer	SIRT5 block	S100A4 inh HTS
O=C(NC1CCC(O)CC1)c1ccc2c(c1)S(=O)(=O)N=C1CCCCCN12 (stereo not given)	1	7	-4	1	0.7	-6	-4
COc1ccccc1CCn1cnc(-c2ccccc2OC)c1CC(C)C	-19	.	0	.	0.0	.	1
COc1ccc(S(=O)(=O)N(C)C[C@@H]2Oc3ccc(NC(=O)Cc4cn(C)c5ccccc45)cc3C(=O)N([C@@H](C)CO)C[C@@H]2C)cc1	4	-18	-8	1	-0.1	1	-13
COC(=O)C1=C(C)N(CCCC(=O)O)C(=O)NC1c1ccc(-c2ccccc2)cc1 (stereo not given)	3	-16	-8	3	.	2	-5
O=C1CN(C(=O)COC(=O)CCCOc2ccccc2)c2ccccc2N1	-4	11	.	0	.	0	-1
O=C(Cc1cccs1)Nc1cccc(C(=O)Nc2ccc(C(=O)O)cc2)c1	2	.	8	.	.	11	1
COc1ccc(-c2nc(N)n(S(=O)(=O)c3ccc(C)cc3)n2)cc1	-5	.	.	.	.	-3	3
O=C(O)/C=C/C(=O)Nc1ccccc1C(=O)OCC(=O)c1ccc2c(c1)OCCO2	7	.	5	.	2.8	-1	0
COC(=O)c1ccc(C(=O)NC2CCCN(Cc3ccc(Cl)cc3)C2)nc1 (stereo not given)	0	11	2	0	0.2	-1	-12
C[C@@H]1CN([C@@H](C)CO)C(=O)c2cc(NC(=O)Cc3ccccc3)ccc2O[C@H]1CN(C)Cc1ccccc1	-6	-17	7	2	-0.2	-2	3
COC(=O)c1cc(NC(=O)COC(=O)C2COc3ccccc3O2)cc(C(=O)OC)c1 (stereo not given)	-30	6	0	3	.	-2	-1
Nc1ncnc2c1ncn2[C@@H]1O[C@H](CNC(=O)[C@H](N)Cc2cscn2)[C@@H](O)[C@H]1O	-5	1	?	-1	1.3	1	1
COc1ccc(CNC(=O)Cn2cnc3c(NCc4ccccc4)ncnc32)cc1	-3	-14	-2	3	-0.1	0	2
CC(O)CNCCCOc1cccc(Oc2ccccc2)c1 (stereo not given)	17	.	-4	4	.	-2	9
O=C(CSc1nc2c(c(=O)[nH]1)CCC2)Nc1ccc(F)cc1	3	14	1	5	0.5	-4	-10
COc1ccccc1/C=C/C=N/n1c(-c2ccccc2)n[nH]c1=S	1	.	-5	.	.	2	2
CCC(=O)N1CC2(C1)CN(CC1CCCCC1)[C@@H](CO)c1c2c2ccc(OC)cc2n1C	-3	.	16	.	1.9	2	-10
COc1ccc(C(=O)COc2ccccc2C(N)=O)cc1	9	-1	-1	-1	.	-2	-4
Cc1ccccc1S(=O)(=O)NCC[C@H]1CC[C@H](NC(=O)C2CCCCC2)[C@H](CO)O1	-2	1	-3	-2	0.0	-5	-61
CN(Cc1cccs1)C(=O)c1cc(S(=O)(=O)N2CCOCC2)ccc1F	15	12	0	-2	.	-4	9
C#CCN(C[C@H]1[C@H](OC(=O)NCc2ccccc2F)[C@H](OC(=O)NCc2ccccc2F)C[C@H]2C(=O)N(c3ccccc3)C(=O)[C@@H]12)S(=O)(=O)c1ccc(C)cc1	-2	6	?	-2	0.5	0	2
COc1cc(C(CC(=O)N2CCN(c3ccccc3)CC2)c2c(OC)cc(OC)c3ccc(=O)oc23)cc(OC)c1OC (stereo not given)	-8	35	-11	-1	0.0	1	-5
COC(=O)C1=CN(Cc2cccs2)C=C(C(=O)OC)C1c1cccc(Cl)c1	5	.	8	-1	-0.2	-7	-5
COc1ccc(C(=O)Nc2ccc(/C(C)=N/NC(=O)c3ccccc3O)cc2)cc1OC	?	0	-4	4	.	7	11
CCC(NC(=O)CCc1c(C)c2cc3c(C)c(C)oc3cc2oc1=O)C(=O)N[C@@H](Cc1ccccc1)C(=O)O (stereo not given in full)	0	-7	-5	2	.	-3	3

Next section:
SMILES	ERp5 inh	Statin myotox sup	DENV2 CPE	PglD DTNB	E-sel inducer	SIRT5 block	S100A4 inh HTS
NC(=O)c1ccccc1NC(=O)N1CCOCC1	6	4	16	4	0.3	-4	0
CC(C)c1ccc(NC(=O)N2CCCC2C(=O)Nc2ccc(-n3cnnn3)cc2)cc1 (stereo not given)	6	.	.	.	0.5	0	3
O=C(NC1CCCCC1)N1CC2(C1)[C@@H](c1ccccc1)[C@@H](CO)N2CC1CCCC1	0	.	-10	.	0.2	2	2
Cn1c(N)c(C(=O)COC(=O)c2ccc([N+](=O)[O-])o2)c(=O)n(C)c1=O	7	.	-3	6	.	1	-3
COc1ccc(NC(=O)N(C)C[C@@H]2Oc3ncc(C#CC(C)(C)O)cc3C(=O)N([C@H](C)CO)C[C@@H]2C)cc1	11	0	1	2	-0.1	1	112*
O=C(COc1ccccc1)Nc1nonc1NC(=O)COc1ccccc1	5	1	.	-4	.	-3	-18
Brc1ccc(OCc2nc3ccccc3[nH]2)cc1	1	0	11	-5	.	-1	-5
CC1C(=O)C(C)C(c2ccc3c(c2)OCO3)NC1c1ccc2c(c1)OCO2 (stereo not given)	-2	-5	1	-1	.	1	-1
COc1cc(C2CC(=O)Oc3cc(C)c(Br)c(C)c32)cc(OC)c1OC (stereo not given)	1	22	-1	-3	-6.0	-3	-1
Cc1ccccc1N(CC(=O)NCC1CCCO1)C(=O)CNS(=O)(=O)c1ccc(F)cc1 (stereo not given)	1	3	-2	-3	1.1	-2	-4
Cc1ccc[n+](-c2nc([O-])sc2C=O)c1	3	.	1	.	.	0	7
CCOc1ccc(-c2ccc(SCc3ccccn3)nn2)cc1	-2	.	-4	.	.	-4	5
Cc1ccccc1S(=O)(=O)N1CC(=O)N2[C@H](CO)[C@H](c3ccc(C#CCN(C)C)cc3)[C@H]2C1	-3	.	13	.	0.5	0	-1
O=C(Nc1nc2n(n1)C(c1ccc(F)cc1)CC(c1ccccc1)N2)c1ccco1 (stereo not given)	0	.	-3	.	-0.2	1	-3
CCOC(=O)C1CCCCN1Cc1cn[nH]c1-c1ccc(F)cc1F (stereo not given)	2	.	-2	.	2.7	0	-5
CCCNC(=O)N1CCC2(CC1)CN(Cc1cccc(F)c1)[C@H](CO)c1[nH]c3cc(OC)ccc3c12	-2	.	6	.	-0.5	3	5
CC(=O)Oc1ccc(-c2csc(Nc3ccc(Cl)cn3)n2)cc1	-2	3	12	3	.	1	-2
CCOC(=O)N/N=C(\C)c1cccs1	-6	.	3	.	.	-3	1
CN1C(=O)c2cc(NS(=O)(=O)c3ccccc3Cl)ccc2OC[C@@H]2O[C@H](CC(=O)O)CC[C@H]21	-4	18	0	-1	0.0	-4	-3
C[C@H](CO)N1C[C@H](C)[C@@H](CN(C)Cc2ccccc2)Oc2cc(C#C[C@@H](C)O)ccc2S1(=O)=O	10	-69	12	0	0.8	7	0
COc1ccc(-n2c(=O)c3c4c(sc3n3c(=S)[nH]nc23)COC(C(C)C)C4)cc1 (stereo not given)	1	.	1	4	.	2	-4
O=C(O)Cn1cc(/C=C2/SC(=O)N(CC(=O)N3CCCCCC3)C2=O)c2ccccc21	-2	.	-2	.	.	2	43
CCN(CC)C(=O)C1=C(C)N(CCC2=CCCCC2)C(=O)C(CC(=O)NC2CCCC2)C1 (stereo not given)	-6	1	0	.	-0.1	-1	2
CCS(=O)(=O)Nc1ccc2c(c1)C(=O)N(C)C[C@@H](OC)[C@@H](C)CN(C(=O)C1CCC1)[C@@H](C)CO2	-1	6	9	-2	-0.2	-2	5
Cc1cc(CSc2ccccc2C(=O)O)on1	?	2	0	4	-0.1	3	0

The results go on.
SMILES	ERp5 inh	Statin myotox sup	DENV2 CPE	PglD DTNB	E-sel inducer	SIRT5 block	S100A4 inh HTS
CNC[C@@H]1Oc2ncc(C#CCC3CCCC3)cc2C(=O)N([C@H](C)CO)C[C@@H]1C	8	.	-1	2	.	-3	-7
N#Cc1ccc(Oc2c(Cl)cncc2Cl)cc1	1	13	1	-7	-0.2	-4	0
CCc1ccccc1NC(=S)N(CCN1CCOCC1)C1CCN(C(C)=O)CC1	-6	3	4	6	0.7	3	-3
Cc1cccc(C(CC(=O)NCCc2ccccc2)c2ccccc2)c1O (stereo not given)	1	15	-5	-1	0.1	-2	-2
O=C(c1sc2ccccc2c1Cl)N(Cc1cccs1)C1CCS(=O)(=O)C1 (stereo not given)	1	-4	-15	2	1.1	0	-3
CNC[C@@H]1Oc2ccc(NC(=O)NC(C)C)cc2C(=O)N([C@@H](C)CO)C[C@H]1C	1	4	-2	2	-3.3	-1	-9
CO[C@H]1CC[C@H]2CCN(C)C(=O)[C@@H](C)[C@H](OC)CN(C)C(=O)c3cc(C#N)ccc3OC[C@H]1O2	-1	-3	-8	-1	-0.1	7	98*
CCCNC(=O)C1(C)CCCN(C(=O)c2ccc(OC)cc2OC)C1 (stereo not given)	3	6	-11	0	-0.1	0	-2
O=C(NCc1ccco1)C1CCCN(S(=O)(=O)c2ccc(-n3cnnn3)cc2)C1 (stereo not given)	-12	.	.	2	.	0	5
COc1cc2oc(=O)cc(CN3CCCC3)c2cc1Cl	-4	-2	1	2	-0.1	5	-1
COc1ccc2[nH]c(=O)c(CN(c3ccccc3)S(=O)(=O)c3ccccc3)cc2c1	-9	-3	1	-5	86*	-10	-7
O=C(NC(=S)N1CCCCC1c1cccnc1)c1ccccc1 (stereo not given)	-5	-5	12	2	.	.	-10
O=C1C=C(c2ccccc2Oc2ccccc2)C[C@@H](c2ccc3c(c2)OCO3)C1	1	17	-5	4	-0.1	.	3
COc1ccc(OC)c(-c2cc(C(=O)N3CCN(c4ccccc4)CC3)no2)c1	-4	8	-3	14	-0.4	8	0
COc1cccc(C(=O)N[C@@H](Cc2cccnc2)C(=O)N2CCC[C@H]2C(=O)NCCc2ccccc2Cl)c1	-1	.	-3	.	1.9	0	-1
Cc1ccc(C(=O)N/C(=C\c2cccs2)C(=O)N2CCOCC2)cc1C	0	3	2	-1	-0.2	0	-7
COc1ccc(NC(=O)N[C@H]2CC[C@H](CCn3cc(-c4ccccn4)nn3)O[C@H]2CO)cc1	3	20	7	-1	0.4	-1	-2
CCC(=O)N(CC)C1=C(O)c2ccccc2C(=O)C1=O	3	22	.	.	.	-7	-6
O=C(COC(=O)Cc1ccc(Cl)cc1)Nc1c(F)cccc1F	2	-5	2	-3	.	9	2
CCCNc1nc(Cl)nc(Nc2ccc(Cl)cc2)n1	3	-23	5	-3	0.8	14	-7
O=C(NNC(=O)c1ccccc1-n1cccc1)c1cncc(Br)c1	-4	-2	-4	1	.	-2	-3
O=C(CNC(=O)c1ccc(Oc2ccccc2)cc1)OC1CCCCC1=O (stereo not given)	3	.	.	-2	.	0	-2
CCOc1ccc(CCNC(=O)/C=C/c2ccco2)cc1OCC	1	18	4	-2	.	0	0
COCC(=O)N1C[C@@H](C)[C@H](OC)CN(C)C(=O)c2cc(NC(=O)c3ccc(OC)cc3)ccc2OC[C@H]1C	.	2	14	-1	0.2	.	5
COC(=O)c1ccc(C(=O)OC)c(NC(=O)CCc2ccc(C)o2)c1	.	-5	.	4	0.6	.	.
C[C@H](O)C#Cc1ccc([C@H]2[C@H]3CN(S(=O)(=O)c4ccccc4)CCCCN3[C@H]2CO)cc1	-5	.	1	0	-0.3	6	8

S100A4 inh HTS: what is marked active above.
| canonical_smiles | ERp5 inh | DENV2 CPE | PglD DTNB | SIRT5 block | S100A4 inh HTS |
| --- | --- | --- | --- | --- | --- |
| COc1ccc(NC(=O)N(C)C[C@@H]2Oc3ncc(C#CC(C)(C)O)cc3C(=O)N([C@H](C)CO)C[C@@H]2C)cc1 | 11 | 1 | 2 | 1 | 112* |
| CO[C@H]1CC[C@H]2CCN(C)C(=O)[C@@H](C)[C@H](OC)CN(C)C(=O)c3cc(C#N)ccc3OC[C@H]1O2 | -1 | -8 | -1 | 7 | 98* |

An excerpt; rates above refer to the full screens.
